Screening data (PubChem BioAssay)
ERK EGF block = blocks ERK signaling stimulated by EGF. Potency, µM (series often up to 11.5 µM), for inactives: top-dose activity change, negative = inhibition, most hits filed as inhibitors. AID 1454. 130,000 compounds, 0.41% hits. HEK293-V1b, EGF-stimulated phospho-ERK AlphaScreen; active = well fitted inhibition curve with a large enough effect; inconclusive = small, poorly fitted or top-dose-only effect, or effect the other way;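 also: plate controls were stimulated vehicle wells for no effect and unstimulated vehicle basal for full effect; nearly all actives have a fitted effect of over 55% in size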
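Cell line HEK293 (stable V1b), low serum overnight. Pretreatment: compound 30 min, 37C. EGF 25 nM, 5 min. Detection: SureFire AlphaScreen, 5 h RT. AC50 via standard Hill equation.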
The depositor's hits bear a star; ? = inconclusive; & = joins results of further samples; [ ] = dose if it differs, or a comment. Potency is read from the fitted curve at half-maximal effect.

SMILES	ERK EGF block
O=C(Cn1nnc(-c2ccc(CN3CCOCC3)cc2)n1)N(c1ccccc1)c1ccccc1	-7%
COc1ccc([N+](=O)[O-])cc1NC(=O)Cc1noc2ccccc12	-4%
O=[N+]([O-])c1cc(C(F)(F)F)cc([N+](=O)[O-])c1NCCNC(=S)Nc1cccc(F)c1	?
CC(C)N(c1ccccc1)c1ccc(NC(=O)COC(=O)CCN2C(=O)c3cccc([N+](=O)[O-])c3C2=O)cc1	-5%
CC(C)CCCC(C)C1CCC2C3CC=C4CC(=O)CC[C@@]4(C)C3CC[C@@]12C (stereo partly specified)	25%
CC1(C)CC(=O)C2=C(C1)OC(N)=C([N+](=O)[O-])C2c1cccs1 (stereo unspecified)	11%
CC(C)(C)NC(=O)NC(=O)COC(=O)c1ccc2c(c1)S(=O)(=O)N=C1CCCCCN12	3%
COc1ccc(NC(=O)CSc2nc(C)cs2)cc1	-1%
O=C1C2C(c3ccccc3)CC=CC2[C@H](c2ccoc2)N1Cc1ccccc1 (stereo partly specified)	1%[57.5 µM]
NC(=S)n1[nH]c(-c2ccc([N+](=O)[O-])cc2)c(N=Nc2ccccc2[N+](=O)[O-])c1=O	3%
CCOC(=O)c1cnc2c(Cl)cccc2c1NCCN1CCOCC1	1%
CCOc1cc(N2CCOCC2)c(OCC)cc1NC(=O)[C@H](C)N1C(=O)C2CC=CCC2C1=O (stereo partly specified)	-7%
CC(OC(=O)c1ccc(S(=O)(=O)NCc2ccco2)cc1)C(=O)Nc1ncc(Cl)cc1Cl (stereo unspecified)	11%
Cc1nn(Cc2ccc(C(=O)n3cccn3)o2)c(C)c1Br	7%
CCOc1cc(C(=O)NC(C)C2CCCO2)cc(OCC)c1OCC (stereo unspecified)	5%
CC(C)[C@@H](CC(=O)N[C@@H]1CCNC[C@H]1C(=O)N[C@H](CC(=O)N[C@@H](CCC(=O)O)CC(=O)O)Cc1ccccc1)NC(=O)C[C@H](Cc1c[nH]c2ccccc12)NC(=O)[C@@H]1CNCC[C@H]1N	-6%
O=C(Nc1nnc(-c2cccnc2)o1)c1cccc([N+](=O)[O-])c1	8%
CC(C)=C(NC(=O)c1ccccc1)C(N)=O	-4%[57.5 µM]
N#CCSc1nc2ccccc2c(=O)n1CCCC(=O)NCC1CCCO1 (stereo unspecified)	2%
CC1=C(C#N)C(c2ccc(O)cc2)C(C#N)=C(C)N1	4%[57.5 µM]
CCOC(=O)CC1=NN(c2ccccc2)C(=O)C1	-2%
Cc1cc(C)n(Cc2ccc(C(=O)Nc3ccc(Br)cc3C)o2)n1	-13%
CCC(=O)c1c(OCc2ccccc2)ccc2c(C)cc(=O)oc12	-1%[57.5 µM]
CCCCOc1ccc(CSCCNC(=S)Nc2ccccc2)cc1	-2%
COC(=O)N(NC(=O)C(O)(CCC(C)C)CCC(C)C)c1ccccc1	-2%

Ordered by count of non-hydrogen atoms (lowest first): part of the list above
SMILES	ERK EGF block
COc1ccc([N+](=O)[O-])cc1NC(=O)Cc1noc2ccccc12	-4%
CCOC(=O)c1cnc2c(Cl)cccc2c1NCCN1CCOCC1	1%
NC(=S)n1[nH]c(-c2ccc([N+](=O)[O-])cc2)c(N=Nc2ccccc2[N+](=O)[O-])c1=O	3%

Later entries
SMILES	ERK EGF block
Cc1nc(NC(=O)CSc2nnc(Cn3nnc4ccccc43)n2C)sc1C	2%
COC(=O)COc1ccc(-c2ccccc2)cc1C=O	-2%
O=C(c1ccncc1)c1ccc(NC(=O)c2cccs2)cc1	2%
COCC(=O)Nc1cc(Cl)c(OC)cc1OC	-6%
CN(C)CC(O)CN1C(=O)NC(C)(C)C1=O (stereo unspecified)	-14%
COc1ccc(N2CCN(CC(O)COCc3ccccc3)CC2)cc1 (stereo unspecified)	1%
COc1ncnc(NS(=O)(=O)c2ccc(N)cc2)c1OC	9%[25.7 µM]
Nc1nc(N)c(N=Nc2ccc(SCC(=O)O)cc2)c(=O)[nH]1	4%[57.5 µM]
CC(C)n1c(SCCCc2ccccc2)nc2c1c(=O)[nH]c(=O)n2C	5%
Cc1nc2c(cnn2-c2ccccc2)c(=O)n1/N=C/c1ccccc1	0%[57.5 µM]
CC(=O)Nc1cccc(C(=O)N/N=C/c2ccccc2F)c1	-6%
CCN(Cc1ccncc1)C(=S)Nc1ccc(Cl)cc1	0%
Cc1nc([N+](=O)[O-])c(C(=O)OCc2ccccc2C#N)n1C	3%
CCOC(=O)c1cc(-c2ccccc2)n(CCC(=O)N2CCN(c3ccccc3OC)CC2)c1C	?
CC1(C)CC2(CCO1)C(Nc1ccccc1)=NC(=S)N2c1ccccc1 (stereo unspecified)	-6%[57.5 µM]
NC(=O)CSc1nnnn1-c1ccc2c(c1)OCCO2	5%
O=C(Nn1cnnc1)c1ccc(Cl)c([N+](=O)[O-])c1	-6%[57.5 µM]
O=C(CSc1ccccc1)N1CCN(C(=O)c2ccco2)CC1	-16%
CN1CCN(CCCNC(=O)c2ccc(/C=C3\Sc4ccccc4N(Cc4ccc(F)cc4)C3=O)cc2)CC1	?
COc1ccc(CN2CCN(C3CCOCC3)CC2CCO)c(C)c1C (stereo unspecified)	0%
CCCn1nc(NC(=O)C2CCCO2)c2cc3cccc(C)c3nc21 (stereo unspecified)	?
O=C(Nc1ccccc1)NN1CC(=O)N(c2ccc(Cl)cc2)CC1=O	-24%[57.5 µM]
CCn1c(COc2ccc(C)cc2)nc2ccccc21	-12%
O=C(O)c1cccc(N2C(=O)/C(=C/c3ccc(SCc4ccc(Cl)cc4)o3)SC2=S)c1	?
C=CCn1c(CSc2nnc(-c3ccccc3)n2C)n[nH]c1=S	8%[57.5 µM]
Next structures follow:
SMILES	ERK EGF block
COc1ccc(S(=O)(=O)N2CCC(NC(=O)N3CCOCC3)CC2)cc1	-3%
O=C(c1cccc(F)c1)N1CCC2(CCN(Cc3nccs3)CC2)CC1	17%
CCCCC(=O)Nc1ccc2c(c1)nc(CCN1CCN(C)CC1)n2C	3%[57.5 µM]
O=C(COC(=O)CN1C(=O)C2CCCCC2C1=O)Nc1ccc(S(=O)(=O)N2CCOCC2)cc1 (stereo unspecified)	1%
CCOc1ccc(C(CC(=O)O)NC(=O)C2c3ccccc3Oc3ccccc32)cc1 (stereo unspecified)	5%
Cc1ncc([N+](=O)[O-])n1Cc1ccc(F)cc1	1%
COc1cc(NS(=O)(=O)c2ccc(NC(=S)NC(=O)c3sc4ccccc4c3Cl)cc2)nc(OC)n1	-13%
Cc1cc(C)n(CC(C)C(=O)O)n1 (stereo unspecified)	-6%
Cc1ccc(O)c(NC(=S)NC(=O)CC(C)C)c1	-7%
COc1ccc(C(=O)N[C@H](C(=O)OCC(=O)NC(=O)c2cccn2C)C(C)C)cc1	-2%
O=C(COC(=O)/C(=C/c1cccs1)c1cccs1)NC(c1ccccc1)c1ccccc1	-2%
Cc1ccc2nc(N(CCCN(C)C)C(=O)c3cc4ccccc4oc3=O)sc2c1	-4%
Cc1ccc(/C=C/C(=O)NC2CCCCCCC2)o1	6%
CCc1ccc2c(-c3cccc(Cl)c3)nc(=O)n(CC)c2n1	1%
CCn1cc(CNC(=O)/C=C/c2ccc([N+](=O)[O-])cc2)cn1	2%
COc1ccc(/C=C/C(=O)OCC(=O)NC(=O)NC(C)(C)C)cc1	-3%
O=C(/C=C/c1c(Cl)nc2ccccn12)Nc1ccc(F)cc1	3%
COc1cc(OC)c2c(-c3ccccc3)cc(=O)oc2c1C(CC(=O)N1CCCC1)c1ccc2c(c1)OCO2 (stereo unspecified)	-3%[57.5 µM]
COc1ccc(-c2n[nH]c(=S)n2-c2ccc3c(c2)OCCO3)cc1OC	-31%
Fc1cccc(NC(=S)N2CCCC2)c1	-3%
COc1ccc(/C=N/NC(=O)Cn2c(Cc3ccc(OC)c(OC)c3)nc3ccccc32)cc1OC	-2%
COc1ccc(Cc2nnc(N/N=C/c3ccc(N(C)C)cc3)[nH]c2=O)cc1OC	4%[57.5 µM]
O=C(COC(=O)c1ccc2c(=O)n3c(nc2c1)CCC3)Nc1ccc(OC(F)F)cc1	5%
Cc1ccc2oc(-c3ccco3)cc(=O)c2c1	-9%
COc1ccc(NC(=O)Cn2cnc3ccccc3c2=O)cc1OC	2%

Reprinted from the part before: 7 compounds, followed by the next part.
SMILES	ERK EGF block
COc1ccc(-c2n[nH]c(=S)n2-c2ccc3c(c2)OCCO3)cc1OC	-31%
Fc1cccc(NC(=S)N2CCCC2)c1	-3%
COc1ccc(/C=N/NC(=O)Cn2c(Cc3ccc(OC)c(OC)c3)nc3ccccc32)cc1OC	-2%
COc1ccc(Cc2nnc(N/N=C/c3ccc(N(C)C)cc3)[nH]c2=O)cc1OC	4%[57.5 µM]
O=C(COC(=O)c1ccc2c(=O)n3c(nc2c1)CCC3)Nc1ccc(OC(F)F)cc1	5%
Cc1ccc2oc(-c3ccco3)cc(=O)c2c1	-9%
COc1ccc(NC(=O)Cn2cnc3ccccc3c2=O)cc1OC	2%
Cc1cc(C)c(-n2c(SCc3nc4ccccc4s3)n[nH]c2=O)c(C)c1	16%[57.5 µM]
C[C@]12O[C@H]1[C@@H](O)C(Br)=C(CO)[C@H]2O	-6%
CS(=O)(=O)N(CCc1ccccc1)CC(=O)NCc1ccccc1Cl	-12%
CCOCCCNCc1ccc(OCCC(C)C)c(OC)c1	-2%
NCC/C=C1/c2ccccc2CSc2ccccc21	9%
C=C(C)COc1ccc(-c2[nH]ncc2Oc2ccc(OC)cc2)c(O)c1	?
CCn1c(SCC(=O)Nc2ccc(C)cc2)nc2nc3c(cc2c1=O)COC(C)(C)C3	1%[57.5 µM]
CC1=NN(C(C#N)c2c(C)nn(Cc3ccccc3)c2C)C(C)(C)C1 (stereo unspecified)	0%
CCc1ccccc1NC(=S)N(CCN(C)C)Cc1cccs1	6%
Cc1ccc2nc3c(c(C(=O)OCC(=O)N(C)C4CCS(=O)(=O)C4)c2c1)CCCC3 (stereo unspecified)	-2%
O=C(NC1CCCCC1)c1ccc(S(=O)(=O)N2CCCCC2)cc1	-1%
NS(=O)(=O)c1ccc(NC(=O)COC(=O)C2(c3ccccc3F)CCCC2)cc1	-2%
COC(=O)c1cc(NC(=O)c2ccc(F)cc2)cc(C(=O)OC)c1	1%
CC(C)(C)c1ccc(OCC(=O)Nc2ccc3c4c(cccc24)C(=O)NC3=O)cc1	-7%
CCN(c1ccccc1)c1nc(=O)c2cccnc2s1	3%
Clc1ccccc1-c1ccc(/C=N/Nc2nncc(-c3ccccc3)n2)o1	1%
COc1ccccc1C(=O)N1CCC(N2CCN(c3ccccc3OC)CC2)CC1	5%[57.5 µM]
CC(C)CC(=O)NS(=O)(=O)c1ccc(NC(=O)c2ccco2)cc1	5%
CC(CCCC(C)(C)O)CC1C2=C(CCCC2=O)OC2=C1C(=O)CCC2 (stereo unspecified)	2%[57.5 µM]
FC(F)Oc1ccccc1/C=N/n1cnc2ccccc21	11%
CCSC1=NCCN1C(=O)C(C)(C)Oc1ccc(Cl)cc1	-4%
Cc1ccc(NC(=O)c2c3c(nc4ccccc24)CCC3)cc1	45%
Cc1ccc(/C=C/C(=O)NC(=S)N2CCN(c3ccc(F)cc3)CC2)cc1	11%[57.5 µM]
COCCNC(=S)N/N=C/c1ccc(-c2ccc([N+](=O)[O-])cc2)o1	-2%[57.5 µM]
Clc1ccc2c(c1)-c1nnc(Br)n1-c1ccccc1S2	-3%
Next part
SMILES	ERK EGF block
CCN(CC)S(=O)(=O)c1ccc(N2CCCCC2)c(NC(=O)/C=C/c2ccc(OC)c(OC)c2)c1	2%
CCCn1c(-c2ccc(F)cc2)nc2c(N3CCCN(Cc4ccccc4)CC3)nc(C)nc21	0%
Cc1ccn2c(CNCC3OCCc4ccccc43)c(C(=O)N3CCCCCC3)nc2c1 (stereo unspecified)	-8%[57.5 µM]
CCNC(=S)Nc1cc(-c2ccc(Cl)cc2)[nH]n1	1%
COc1cc(C(=O)NC2=C(C#N)CCC2)cc(OC)c1OC	-5%
O=C(CCNC(=O)c1ccc(Br)cc1)Nc1nccs1	0%
CCOC(=O)C1CCCN(C(=O)COc2ccccc2F)C1 (stereo unspecified)	-8%
FC(F)(F)c1ccnc(NCc2ccco2)n1	10%[57.5 µM]
O=C(Nc1cc(C(=O)Nc2ccc(S(=O)(=O)O)cc2S(=O)(=O)O)cc(C(=O)Nc2ccc(S(=O)(=O)O)cc2S(=O)(=O)O)c1)Nc1cc(C(=O)Nc2ccc(S(=O)(=O)O)cc2S(=O)(=O)O)cc(C(=O)Nc2ccc(S(=O)(=O)O)cc2S(=O)(=O)O)c1	2%&-15%
O=C(CSc1nnc2ccccn12)NCc1ccco1	6%
CC(C)(C)OC(=O)N1CCC[C@H]1c1nnc(SCc2ccccc2)o1	3%[57.5 µM]
NNc1nc2sc3c(c2c(=O)n1C1CCCCC1)CCN(Cc1ccccc1)C3	?
CC(=O)Nc1ccc(NC(=O)C2CCCN2/C=C/C(=O)C(F)(F)F)cc1 (stereo unspecified)	-12%
CCCC[n+]1c(C)sc2cc(OC)ccc21	-5%
Cn1cc(Br)c(C(=O)NNC(=O)c2ccc(Br)cc2)n1	10%
CC[C@H](C(=O)[C@H](C)[C@H](O)[C@H](C)CCc1ccc(C)c(O)c1C(=O)O)[C@H]1O[C@](CC)([C@@H]2CC[C@@](O)(CC)[C@H](C)O2)C[C@H]1C	3%[25.7 µM]
O=C(NCc1ccccc1)Nc1cccn(Cc2c(F)cccc2Cl)c1=O	-12%
Cc1cc(C)c2nc(SC(C)C(=O)NCC(=O)Nc3ccc(F)c(F)c3F)cc(C)c2c1 (stereo unspecified)	17%
Cc1[nH]c2ccccc2c1SCC(=O)NNC(=O)Nc1ccc(OC(F)(F)F)cc1	-4%[57.5 µM]
Cc1c(NC(=O)C(C)N(c2ccccc2)S(C)(=O)=O)c(=O)n(-c2ccccc2)n1C (stereo unspecified)	-8%[57.5 µM]
Cc1ccc(C)n1-c1ccc(C#N)cn1	5%
Cn1c(CSCc2ccc(Cl)cc2)nnc1SCC(=O)Nc1nccs1	0%

Only part of the results is shown; count on the stated rates, not on these rows.
